mHTT-CaM PPI inh: mutant huntingtin-calmodulin interaction inhibitors – biochemical, AlphaScreen, primary screen. AlphaScreen His-mHTT/GST-CaM binding, luminescence. inhibition, % at 15 µM. 3.6% of 190,000 active. AID 1671202, 2021;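 further: 0% = both proteins with DMSO and 100% = one protein alone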
Target sequence (P42858 whole entry, looked up, stated change not applied): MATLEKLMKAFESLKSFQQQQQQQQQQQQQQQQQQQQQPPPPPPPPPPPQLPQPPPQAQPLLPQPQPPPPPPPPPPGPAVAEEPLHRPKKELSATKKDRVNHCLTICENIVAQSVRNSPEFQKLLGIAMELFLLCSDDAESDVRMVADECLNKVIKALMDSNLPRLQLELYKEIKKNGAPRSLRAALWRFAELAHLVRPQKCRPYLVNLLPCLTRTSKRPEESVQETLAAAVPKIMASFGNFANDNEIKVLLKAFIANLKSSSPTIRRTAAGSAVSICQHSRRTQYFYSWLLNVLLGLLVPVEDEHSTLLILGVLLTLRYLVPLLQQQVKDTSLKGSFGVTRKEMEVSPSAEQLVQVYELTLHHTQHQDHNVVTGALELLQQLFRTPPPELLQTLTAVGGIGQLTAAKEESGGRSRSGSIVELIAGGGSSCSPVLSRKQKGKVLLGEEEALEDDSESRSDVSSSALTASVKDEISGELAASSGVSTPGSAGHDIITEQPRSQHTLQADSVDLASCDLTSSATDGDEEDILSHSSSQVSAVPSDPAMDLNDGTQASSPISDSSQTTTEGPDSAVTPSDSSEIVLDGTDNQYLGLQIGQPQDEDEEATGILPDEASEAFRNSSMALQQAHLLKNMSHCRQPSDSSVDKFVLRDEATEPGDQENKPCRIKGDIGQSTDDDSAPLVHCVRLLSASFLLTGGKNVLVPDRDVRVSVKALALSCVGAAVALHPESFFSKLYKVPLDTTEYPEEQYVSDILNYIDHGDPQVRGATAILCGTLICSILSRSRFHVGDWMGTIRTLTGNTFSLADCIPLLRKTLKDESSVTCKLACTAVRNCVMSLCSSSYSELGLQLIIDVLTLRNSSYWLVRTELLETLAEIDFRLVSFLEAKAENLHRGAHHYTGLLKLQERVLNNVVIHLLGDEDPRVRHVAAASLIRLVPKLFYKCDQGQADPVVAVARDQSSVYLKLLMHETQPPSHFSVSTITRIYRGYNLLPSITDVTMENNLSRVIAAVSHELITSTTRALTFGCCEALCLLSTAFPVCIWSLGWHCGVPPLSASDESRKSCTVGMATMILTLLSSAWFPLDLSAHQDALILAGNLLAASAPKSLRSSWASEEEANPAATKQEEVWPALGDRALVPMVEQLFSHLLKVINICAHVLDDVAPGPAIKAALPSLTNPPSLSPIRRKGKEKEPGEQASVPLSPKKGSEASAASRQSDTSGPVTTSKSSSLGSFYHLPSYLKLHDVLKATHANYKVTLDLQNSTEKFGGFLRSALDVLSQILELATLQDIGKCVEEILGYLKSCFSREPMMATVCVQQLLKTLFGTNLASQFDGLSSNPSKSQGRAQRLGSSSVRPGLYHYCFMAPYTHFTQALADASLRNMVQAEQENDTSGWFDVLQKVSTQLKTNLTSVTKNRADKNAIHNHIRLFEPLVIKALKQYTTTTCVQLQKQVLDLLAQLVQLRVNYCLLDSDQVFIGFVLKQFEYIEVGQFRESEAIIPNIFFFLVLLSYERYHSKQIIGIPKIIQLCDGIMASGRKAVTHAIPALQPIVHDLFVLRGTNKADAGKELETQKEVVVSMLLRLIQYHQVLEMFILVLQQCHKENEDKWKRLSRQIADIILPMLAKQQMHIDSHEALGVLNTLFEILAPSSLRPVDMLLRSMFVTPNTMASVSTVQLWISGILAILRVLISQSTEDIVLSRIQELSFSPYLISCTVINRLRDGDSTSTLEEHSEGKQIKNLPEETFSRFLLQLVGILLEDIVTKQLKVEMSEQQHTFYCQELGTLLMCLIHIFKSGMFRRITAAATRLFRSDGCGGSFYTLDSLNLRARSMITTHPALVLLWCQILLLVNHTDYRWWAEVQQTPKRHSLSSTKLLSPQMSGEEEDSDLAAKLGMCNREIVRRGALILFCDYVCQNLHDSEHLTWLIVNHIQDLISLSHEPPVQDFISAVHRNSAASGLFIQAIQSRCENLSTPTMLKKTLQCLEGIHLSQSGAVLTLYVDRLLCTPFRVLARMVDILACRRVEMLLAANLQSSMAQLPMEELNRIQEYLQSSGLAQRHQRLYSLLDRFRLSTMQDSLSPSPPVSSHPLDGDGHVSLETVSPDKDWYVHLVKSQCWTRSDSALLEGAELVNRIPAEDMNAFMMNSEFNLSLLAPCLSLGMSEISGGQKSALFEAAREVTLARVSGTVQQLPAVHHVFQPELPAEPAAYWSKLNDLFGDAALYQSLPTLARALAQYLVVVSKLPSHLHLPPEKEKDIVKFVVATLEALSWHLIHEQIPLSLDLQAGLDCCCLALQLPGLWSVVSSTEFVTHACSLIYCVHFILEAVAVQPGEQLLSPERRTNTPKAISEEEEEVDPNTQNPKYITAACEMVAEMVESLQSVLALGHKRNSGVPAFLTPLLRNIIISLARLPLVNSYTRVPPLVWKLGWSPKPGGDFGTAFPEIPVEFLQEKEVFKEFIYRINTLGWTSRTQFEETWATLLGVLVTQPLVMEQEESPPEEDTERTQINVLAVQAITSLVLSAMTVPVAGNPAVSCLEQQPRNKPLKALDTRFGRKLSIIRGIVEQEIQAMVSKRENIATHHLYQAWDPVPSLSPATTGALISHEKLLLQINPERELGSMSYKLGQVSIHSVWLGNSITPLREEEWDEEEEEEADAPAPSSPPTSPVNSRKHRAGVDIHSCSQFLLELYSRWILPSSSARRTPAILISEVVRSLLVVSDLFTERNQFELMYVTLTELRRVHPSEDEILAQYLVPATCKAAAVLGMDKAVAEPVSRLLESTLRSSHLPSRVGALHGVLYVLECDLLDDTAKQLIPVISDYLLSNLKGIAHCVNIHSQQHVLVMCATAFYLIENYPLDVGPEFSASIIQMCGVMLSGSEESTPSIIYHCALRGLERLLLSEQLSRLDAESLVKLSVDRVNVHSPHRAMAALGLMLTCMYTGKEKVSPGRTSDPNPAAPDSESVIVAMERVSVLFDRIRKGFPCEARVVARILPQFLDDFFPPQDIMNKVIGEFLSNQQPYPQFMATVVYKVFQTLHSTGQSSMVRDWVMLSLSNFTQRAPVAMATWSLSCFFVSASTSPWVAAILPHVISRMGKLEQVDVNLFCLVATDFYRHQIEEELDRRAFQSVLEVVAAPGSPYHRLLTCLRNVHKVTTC
Pf apPOL block: Pf-apPOL inhibitors, biochemical, fluorescence. Recombinant Pf-apPOL, molecular beacon fluorescence, 1.5 h. inhibition, % at 10 µM. 0.25% of 210,000 active
The depositor's hits bear a star; i = inactive; / = not tested or not shown; & = joins results of further samples. No stated cut-off is given here; in the data, active means inhibition above about 50%; inactive means the rest. These rows are one share of the data; rates above refer to the full screens.

The first 27 compounds, ahead of the listing:
Value order – mHTT-CaM PPI inh, Pf apPOL block
(1) O=C(NCC1CCCO1)NC1(C(F)(F)F)Oc2ccccc2O1 (stereo unspecified)
  -2, -6
(2) O=C(C=Cc1ccsc1)Nc1cc(C(F)(F)F)cc(C(F)(F)F)c1
  /, -3
(3) Cc1ccc(C(=O)Nc2ccc(C)c(F)c2)cc1
  -13, -9
(4) O=C1CC2(CCN(C(=O)C=Cc3ccccc3)CC2)Oc2ccccc21
  1, -18
(5) CCn1cc(Cn2nc(C)c(N)c2C)c(C)n1
  -1, /
(6) Cc1cccc(NC(=O)/C=N/OC(=O)Nc2cccc(Cl)c2)c1
  i, 0
(7) COc1coc(C(=O)Nc2nc3ccc(Cl)cc3s2)cc1=O
  -13, 2
(8) O=C(Nc1ccc(-c2nc3ccccc3[nH]2)cc1)c1cccc([N+](=O)[O-])c1
  19, 1
(9) COc1cccc(-c2cc3c(N4CCC(C(=O)NCc5ccncc5)CC4)nccn3n2)c1
  21, -2
(10) COc1cc(C(=O)Nc2ccc(OC(C)C)cc2)cc(OC)c1OC
  13, -7
(11) Cc1oc(C2CCN(C(=O)c3ccc(Cl)s3)CC2)nc1C(=O)N(C)C
  4, -1
(12) Cc1ccc(CC(CC(=O)Nc2cccc(C(F)(F)F)c2)C(=O)O)cc1 (stereo unspecified)
  8, 7
(13) CCOc1ccccc1/C=C1\N=C(c2ccc(OC)c(Br)c2)OC1=O
  -3, -3
(14) O=C(O)CC1(CC(=O)NCc2cccc(C(F)(F)F)c2)CCCCC1
  /, -9
(15) Cc1c(Cl)cccc1N1CCN(C(=O)c2ccccc2F)C(C)C1=O (stereo unspecified)
  -5, -4
(16) COc1cccc2cc(NC(=O)c3ccc(C)c([N+](=O)[O-])c3)c(=O)oc12
  -1, -1
(17) Cc1nc(C(F)(F)F)ccc1NC(=O)c1ccc(C(F)(F)F)cc1
  /, -12
(18) CC1CCN(c2nc(C#N)c(Cl)c(Cl)c2Cl)CC1
  -78, 0
(19) COc1ccc(OC)c(NC(=O)CC(c2ccccc2)c2ccccc2)c1
  13, -6
(20) COc1ccc(C)c2sc(NCCCn3ccnc3)nc12
  4, -1
(21) COc1ccc(C(=O)N2CCCC2c2cccc(C)c2)cc1OC (stereo unspecified)
  -3, -1
(22) CC(=O)Nc1ccc2c(c1)CC(C(=O)NCc1ccc(C)cc1)CO2 (stereo unspecified)
  7, 0
(23) COC(=O)c1c(NC(=O)C2C3C=CC(C3)C2C(=O)O)sc2c1CCC2 (stereo unspecified)
  -5, /
(24) O=C(NCc1cccc(Br)c1)C1CCCN(C(=O)c2ccccc2F)C1 (stereo unspecified)
  23, 3
(25) COc1ccc(CONC(=Nc2ccc(C)cc2)c2nonc2N)cc1[N+](=O)[O-]
  -2, 10
(26) CC(C)S(=O)(=O)NCCS(=O)(=O)N1CCc2ccccc21
  -11, -2
(27) CC(C)(C)c1ccc(OCC(=O)NN)c(C(C)(C)C)c1
  /, -5

Results, from the first entry:
Value order – mHTT-CaM PPI inh, Pf apPOL block
(1) O=C(NCC1CCCO1)NC1(C(F)(F)F)Oc2ccccc2O1 (stereo unspecified)
  -2, -6
(2) O=C(C=Cc1ccsc1)Nc1cc(C(F)(F)F)cc(C(F)(F)F)c1
  /, -3
(3) Cc1ccc(C(=O)Nc2ccc(C)c(F)c2)cc1
  -13, -9
(4) O=C1CC2(CCN(C(=O)C=Cc3ccccc3)CC2)Oc2ccccc21
  1, -18
(5) CCn1cc(Cn2nc(C)c(N)c2C)c(C)n1
  -1, /
(6) Cc1cccc(NC(=O)/C=N/OC(=O)Nc2cccc(Cl)c2)c1
  i, 0
(7) COc1coc(C(=O)Nc2nc3ccc(Cl)cc3s2)cc1=O
  -13, 2
(8) O=C(Nc1ccc(-c2nc3ccccc3[nH]2)cc1)c1cccc([N+](=O)[O-])c1
  19, 1
(9) COc1cccc(-c2cc3c(N4CCC(C(=O)NCc5ccncc5)CC4)nccn3n2)c1
  21, -2
(10) COc1cc(C(=O)Nc2ccc(OC(C)C)cc2)cc(OC)c1OC
  13, -7
(11) Cc1oc(C2CCN(C(=O)c3ccc(Cl)s3)CC2)nc1C(=O)N(C)C
  4, -1
(12) Cc1ccc(CC(CC(=O)Nc2cccc(C(F)(F)F)c2)C(=O)O)cc1 (stereo unspecified)
  8, 7
(13) CCOc1ccccc1/C=C1\N=C(c2ccc(OC)c(Br)c2)OC1=O
  -3, -3
(14) O=C(O)CC1(CC(=O)NCc2cccc(C(F)(F)F)c2)CCCCC1
  /, -9
(15) Cc1c(Cl)cccc1N1CCN(C(=O)c2ccccc2F)C(C)C1=O (stereo unspecified)
  -5, -4
(16) COc1cccc2cc(NC(=O)c3ccc(C)c([N+](=O)[O-])c3)c(=O)oc12
  -1, -1
(17) Cc1nc(C(F)(F)F)ccc1NC(=O)c1ccc(C(F)(F)F)cc1
  /, -12
(18) CC1CCN(c2nc(C#N)c(Cl)c(Cl)c2Cl)CC1
  -78, 0
(19) COc1ccc(OC)c(NC(=O)CC(c2ccccc2)c2ccccc2)c1
  13, -6
(20) COc1ccc(C)c2sc(NCCCn3ccnc3)nc12
  4, -1
(21) COc1ccc(C(=O)N2CCCC2c2cccc(C)c2)cc1OC (stereo unspecified)
  -3, -1
(22) CC(=O)Nc1ccc2c(c1)CC(C(=O)NCc1ccc(C)cc1)CO2 (stereo unspecified)
  7, 0
(23) COC(=O)c1c(NC(=O)C2C3C=CC(C3)C2C(=O)O)sc2c1CCC2 (stereo unspecified)
  -5, /
(24) O=C(NCc1cccc(Br)c1)C1CCCN(C(=O)c2ccccc2F)C1 (stereo unspecified)
  23, 3
(25) COc1ccc(CONC(=Nc2ccc(C)cc2)c2nonc2N)cc1[N+](=O)[O-]
  -2, 10
(26) CC(C)S(=O)(=O)NCCS(=O)(=O)N1CCc2ccccc21
  -11, -2
(27) CC(C)(C)c1ccc(OCC(=O)NN)c(C(C)(C)C)c1
  /, -5
(28) CCOC(Cn1c2ccccc2c2ccccc21)OCC
  -133, -4&3
(29) Cc1cc(Cl)ccc1OCC(=O)Nc1cccc(NC(=O)c2ccccc2C)c1
  2, 2
(30) O=C1/C(=C/c2ccc(N3CCOCC3)cc2)CC/C1=C\c1ccc(N2CCOCC2)cc1
  -4, 0
(31) O=C(Nc1cc(F)c2[nH]c(=O)ccc2c1)c1ccc(Cl)cc1
  -11, 0
(32) CC(=O)NS(=O)(=O)c1ccc(NC(=O)c2ccccc2Cl)cc1
  -4, -5
(33) O=c1nc2n(-c3cccc([N+](=O)[O-])c3)c3ccc([N+](=O)[O-])cc3cc-2c(=O)[nH]1
  6, 4
(34) O=C(NCCc1c[nH]c2ccccc12)O[C@H]1CC[C@@]23CCCN2C(=O)CCC[C@H]3C1
  9, -9
(35) CCN(CC)C(=O)Oc1ccc2c(c1C)OC(=Cc1ccc3c(c1)OCO3)C2=O
  -3, -4
(36) OCCN1CCN(CCSc2ccccc2)CC1
  -2, -5
(37) COc1ccc(CCNC(=S)Nc2ccccc2C)cc1
  /, 9
(38) Cc1cc(NC(=O)c2ccc(N3C(=O)CCC3=O)cc2)no1
  -6&-4, 8&10
(39) Cc1ccc(NC(=O)Nc2cccn3ncnc23)cc1
  -1, -4
(40) O=C(Nc1c2c(nn1-c1ccc(F)cc1)CS(=O)C2)c1ccc(Br)o1 (stereo unspecified)
  2, 1
(41) Fc1ccccc1-c1nnc(Cc2ccccc2)o1
  -7, -5
(42) CCC1CCC(N2CCC(C(N)=O)CC2)CC1 (stereo unspecified)
  -3, -2
(43) N#Cc1ccc(Oc2ccc(-c3cnc4ccccc4n3)cc2)cc1C#N
  -7, -2
(44) Cc1ccc(-n2cc(C(=O)NCc3cccnc3)c3ccccc3c2=O)cc1C
  10, -8
(45) Cc1cc2c(=O)n(CC(=O)Nc3ccc(F)cc3F)ccc2s1
  -1, 6
(46) Clc1ccc(CNCC2CCCO2)cc1 (stereo unspecified)
  -7, /
(47) Nc1nnnn1CC(=O)Nc1ccc([N+](=O)[O-])cc1
  -2, -8
(48) Cc1nc2sccn2c(=O)c1NC(=O)CC1CCCCC1
  -7, 1
(49) CCN(CC)c1ccc(C=Nc2c(C)n(C)n(-c3ccccc3)c2=O)cc1
  -2, 0
(50) CC(CCc1ccccc1)NC(=O)c1ccc2c(c1)nc1n2CCCCC1 (stereo unspecified)
  21, -6

Whole records, looked up by structure. Order of values: mHTT-CaM PPI inh, Pf apPOL block
`Nc1nnnn1CC(=O)Nc1ccc([N+](=O)[O-])cc1` in the list: -2, -8
`Clc1ccc(CNCC2CCCO2)cc1` (stereo unspecified) in the list: -7, /

Later entries
Value order – mHTT-CaM PPI inh, Pf apPOL block
(51) COc1ccc(C2CC(c3cccc(C)c3)=NN2C(=O)CN2CCCCC2)cc1 (stereo unspecified)
  41, -2
(52) Cc1ccnc(NC(=O)C2CCCN(c3ncnc4c3nc3n4CCCCC3)C2)c1 (stereo unspecified)
  -1, 2
(53) Cc1ccc(CS(=O)(=O)Cc2ccc(C(=O)NC3CCCC(C)C3C)o2)cc1 (stereo unspecified)
  9, -9
(54) CCc1ccc(CNC(=O)c2ccc3c(c2)n(C)c(=O)c2ccnn23)cc1
  5, -18
(55) CCCn1cnnc1C1CCN(Cc2cccc(OCC)c2)CC1
  1, -4
(56) COc1ccc(NC(=O)/C(C#N)=C/c2c[nH]c3ccc(OCc4ccccc4)cc23)c([N+](=O)[O-])c1
  8, 1
(57) COc1ccc(NC(=O)Cc2ccccc2OC)cc1Cl
  -6, -1
(58) Cn1c(=O)[nH]c(=O)c2ncn(CC(=O)c3ccccc3)c21
  0, -3
(59) Cc1ccccc1OCc1nnc(SCC(=O)N2CCCC2)n1Cc1ccccc1
  19, 0
(60) CC(C)(C)c1ccc(C(=O)NC(NCc2ccco2)C(Cl)(Cl)Cl)cc1 (stereo unspecified)
  -14, -2
(61) COc1cc(CN2CCN(C/C=C/c3ccccc3)CC2)cc([N+](=O)[O-])c1O
  2, -8
(62) NCCNCCOc1cccc(Br)c1
  14, 0
(63) Cc1cccc(NC(=O)C2CC3CCCC(C2)C3=O)c1 (stereo unspecified)
  -6, 3
(64) COc1ccc(C)cc1NC(=O)CN(c1ccc([N+](=O)[O-])cc1)S(=O)(=O)c1ccccc1
  18, -4
(65) O=C(c1nnn2c1COC(c1ccc(Cl)cc1)C2)N1CCC2(CC1)OCCO2 (stereo unspecified)
  2, -3
(66) Cc1cccc(NC(=O)C(=O)NCCO)c1
  3, 4
(67) CC1CCC2C(=O)N(c3ccc(C(C)(C)C)cc3)C(=O)C2C1 (stereo unspecified)
  /, 0&20
(68) CCN1C(=O)C(O)(CC(=O)c2ccccc2)c2cc(Br)ccc21 (stereo unspecified)
  2, -6
(69) CCOC(=O)Cc1csc(NC(=O)CCn2cnc3ccccc3c2=O)n1
  -2, -3
(70) CCCCCC(O)C=CC1C(O)CC(=O)C1CC=CCCCC(=O)O (stereo unspecified)
  /, -6
(71) CCNC(=O)OCC12CC3CC(CC(C3)C1)C2
  -17, -6
(72) O=C(Oc1ccccc1N1CCCCC1)c1sc2ccccc2c1Cl
  /, -1
(73) COc1ccc2oc(=O)c(-c3nnc(NC4CCCCC4)s3)cc2c1
  -6, -9
(74) CCOCC(=O)NCC#CCN1CCc2ccccc2C1
  -8, -3
(75) Oc1c(I)cc(I)cc1C=NCCNc1ccccc1
  /, 4
(76) Cc1cc(Cl)ccc1N1CCN(C(=O)CC(C)(C)C)C(C)C1=O (stereo unspecified)
  0, 2
(77) COc1ccc(CNC(=O)N2CCC(c3nnc(C(C)C)o3)CC2)cc1OC
  -10, 1
(78) C=CCN(c1ccccc1)S(=O)(=O)c1ccc2[nH]cc(C(=O)N(CC)CC)c(=O)c2c1
  10, -2
(79) CC(=O)N1C(C)c2ccccc2C(C)(C)CC12CCCCC2 (stereo unspecified)
  -9, 11
(80) NS(=O)(=O)c1ccc(NC(=O)Nc2ccc(Cl)c(Cl)c2)cc1
  -8, -5
(81) CC(=O)Nc1ccccc1-c1ccc(C)o1
  3, -6
(82) C(=N\Nc1nc(N2CCOCC2)nc(N2CCOCC2)n1)/c1ccccn1
  i, /
(83) NC(=NS(=O)(=O)c1cc(C(F)(F)F)cc(C(F)(F)F)c1)N1CCSCC1
  /, 6&0
(84) O=C1CC(C(=O)N2CCCC2)CN1Cc1ccc(F)cc1 (stereo unspecified)
  0, -12
(85) O=C(c1nsc(Cl)c1Cl)N1CCCCC1
  -9&-5, -78
(86) Cc1cccc(-c2nc3c(c(=O)[nH]2)CN(C(=O)C(C)C)CC3)c1
  1, -2
(87) CC1SCC(=NO)CS1 (stereo unspecified)
  /, -2
(88) C=C1CCN([C@@H](Cc2ccccc2)C(=O)NCc2ccc(Cl)cc2)S(=O)(=O)c2ccccc21
  30, -4
(89) Cc1ccc(C2N(c3cccc(Cl)c3)C(=O)C3CCCN32)cc1 (stereo unspecified)
  -12, -2
(90) c1csc(CN2CCN(c3cnn4cnnc4c3)CC2)c1
  0, 0
(91) CC(C)Oc1ccc(C(=O)Nc2ccc(N3CCCC3)cc2)cc1
  -1, -4
(92) CNC(=S)NNC(=O)CSCCOc1ccccc1
  /, -8
(93) Cc1ccc(C)c(N2CCN(Cc3ccc(C)s3)CC2)c1
  11, 3
(94) O=C(NCc1ccccc1)Nc1cc(=O)c2ccccc2o1
  -2, -1
(95) Cc1ccc(Cl)cc1NC(=O)c1cncc(Br)c1
  -6, -7
(96) CCc1ccc(S(=O)(=O)N2CCSC2c2cc(OC)ccc2OC)cc1 (stereo unspecified)
  -4, -1
(97) CC1CC(Nc2ccccc2)c2ccccc2N1 (stereo unspecified)
  19, -2
(98) C=CCNC(=O)CN(C1CCCCC1)S(=O)(=O)c1ccc(Br)cc1
  -4, -2
(99) CCN(CC)C(=O)c1cc2c(s1)CCC(C(=O)N1CCN(c3ccccn3)CC1)C2 (stereo unspecified)
  0, -6
(100) CC1CCc2onc(C(=O)N3CCCCCC3)c2C1 (stereo unspecified)
  -3, -5
(101) CC(C)n1ccc(C(=O)Nc2nnc(-c3cccc(Cl)c3)o2)n1
  7, -12
(102) CC1CCN(C(=O)c2cc3c(s2)CCC(C(=O)NCCCN2CCCCC2)C3)CC1 (stereo unspecified)
  7, -6
